High-throughput results deposited in PubChem BioAssay by The Scripps Research Institute Molecular Screening Center.
PAFAH2 inh: PAFAH2 (human) inhibition. Q99487. recombinant PAFAH2, FP-rhodamine activity probe, fluorescence polarization. inhibition, % at 3.39 µM. hit rate 0.99% among 340,000. AID 492956;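 active means inhibition above the mean over all tested compounds plus 3 SD, cut at about 30% in these data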;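 further: inhibitors block probe labeling of enzyme so polarization drops; 0% = enzyme with DMSO and 100% = wells lacking PAFAH2 protein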
LYPLA2 counter: blocks human lysophospholipase 2, a PME1 counter-screen; O95372; recombinant LYPLA2, FP-Rh probe fluorescence polarization; inhibition, % at 5.9 µM; hit rate 0.38% among 320,000; AID 2177;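 active means inhibition above the screen-wide mean plus 3 SD, limit set per campaign, cut at about 26% in these data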;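 further: 0% = LYPLA2 with DMSO and 100% = wells lacking LYPLA2 enzyme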
LYPLA1 inh: blocks human lysophospholipase 1, a PME1 counter-screen. O75608. recombinant LYPLA1, FP-Rh probe fluorescence polarization. inhibition, % at 5.9 µM. hit rate 0.16% among 320,000. AID 2174;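 active means inhibition above the mean of all tested compounds plus 3 SD, set per campaign, cut at about 14% in these data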;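 further: inhibitors block serine hydrolase probe labeling of LYPLA1 so polarization falls; 0% = enzyme with DMSO and 100% = wells lacking LYPLA1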
PAFAH1B3 inh: PAFAH1B3 (human) inhibition; recombinant PAFAH1B3, FP-rhodamine probe, fluorescence polarization; inhibition, % at 3.39 µM; hit rate 0.28% among 340,000; AID 492972;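 active means inhibition above the screen-wide average of all tested compounds plus 3 SD, cut at about 25% in these data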;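 further: 0% = enzyme with DMSO only and 100% = wells lacking PAFAH1B3 protein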
PAFAH1B2 FP inh: PAFAH1B2 (human) inhibition | P68402 | recombinant PAFAH1B2, FP-rhodamine activity probe, fluorescence polarization | inhibition, % at 3.39 µM | hit rate 1.2% among 340,000 | AID 492953;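 active means inhibition above the mean of all tested compounds plus 3 SD, cut at about 24% in these data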;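 further: 0% = enzyme with DMSO and 100% = wells lacking PAFAH1B2; many of its hits are not listed in these tables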
Target sequence (P68402 whole entry, looked up): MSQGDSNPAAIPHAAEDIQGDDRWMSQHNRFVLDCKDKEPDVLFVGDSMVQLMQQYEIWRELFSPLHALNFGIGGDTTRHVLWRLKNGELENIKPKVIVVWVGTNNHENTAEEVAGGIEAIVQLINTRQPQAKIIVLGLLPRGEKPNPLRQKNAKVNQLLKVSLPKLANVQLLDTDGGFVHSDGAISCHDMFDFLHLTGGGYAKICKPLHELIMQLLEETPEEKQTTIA
GSTO1 inh: GSTO1 inhibition, counter-screen for RBBP9 inhibitors; recombinant GSTO1, activity-based probe fluorescence polarization; inhibition, % at 5.96 µM; hit rate 1.1% among 300,000; AID 1974;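 active means inhibition above the campaign mean inhibition plus 3 SD, cut at about 35% in these data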;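 further: 0% = GSTO1-1 with DMSO and 100% = wells lacking GSTO1-1 enzyme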
PAD4 inh: inhibitors of human PAD4. recombinant PAD4, RCA probe fluorescence polarization. inhibition, % at 6.36 µM. hit rate 0.41% among 330,000. AID 485272;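 active means percent inhibition above a cutoff equal to the mean of all tested compounds plus 3 SD, cut at about 15% in these data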;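 further: 0% = PAD4 with RCA probe and DMSO and 100% = probe without PAD4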
pPAFAH inh: inhibitors of human plasma PAF acetylhydrolase (pPAFAH); recombinant pPAFAH, FP-rhodamine probe fluorescence polarization; inhibition, % at 3.39 µM; hit rate 1.5% among 330,000;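 active means inhibition above the mean inhibition across the screen plus 3 SD, cut at about 25% in these data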;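 further: inhibitors block binding of the rhodamine activity-based probe so polarization drops; 0% = enzyme with DMSO and 100% = wells lacking pPAFAH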
PREPL inhibitor: inhibits the human prolyl oligopeptidase-like enzyme | Q4J6C6 | recombinant PREPL, fluorescence polarization activity-based probe | inhibition, % at 5.96 µM | hit rate 0.68% among 320,000; in the data active means inhibition above about 43%;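 further: 0% = enzyme with DMSO and 100% = wells lacking enzyme; many of its hits are not listed in these tables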
Target sequence (Q4J6C6 whole entry, looked up): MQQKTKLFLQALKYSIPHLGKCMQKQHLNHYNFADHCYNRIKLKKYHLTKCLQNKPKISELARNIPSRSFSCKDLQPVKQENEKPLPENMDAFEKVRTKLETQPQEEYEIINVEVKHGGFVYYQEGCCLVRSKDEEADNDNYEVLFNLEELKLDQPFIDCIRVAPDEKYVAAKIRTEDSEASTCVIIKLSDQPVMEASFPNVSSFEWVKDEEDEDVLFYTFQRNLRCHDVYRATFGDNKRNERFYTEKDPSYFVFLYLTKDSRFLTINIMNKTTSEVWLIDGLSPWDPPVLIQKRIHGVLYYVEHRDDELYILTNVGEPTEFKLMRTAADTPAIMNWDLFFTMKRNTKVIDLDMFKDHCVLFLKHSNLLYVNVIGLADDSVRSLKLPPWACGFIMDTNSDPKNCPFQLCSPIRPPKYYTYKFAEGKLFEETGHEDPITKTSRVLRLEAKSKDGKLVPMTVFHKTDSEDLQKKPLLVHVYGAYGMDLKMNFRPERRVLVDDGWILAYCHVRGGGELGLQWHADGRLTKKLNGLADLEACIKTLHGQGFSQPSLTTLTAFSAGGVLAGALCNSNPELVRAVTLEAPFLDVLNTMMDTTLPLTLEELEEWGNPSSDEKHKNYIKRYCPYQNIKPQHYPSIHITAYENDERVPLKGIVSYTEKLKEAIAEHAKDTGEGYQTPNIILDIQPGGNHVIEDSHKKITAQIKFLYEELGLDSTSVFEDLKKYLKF
Starred values were filed as active, the others as inactive; · = not tested or not shown; & = joins results of further samples; ! = repeats disagree. Only part of the results is shown. The share of hits here may be higher or lower than overall.

SMILES	PAFAH2 inh	LYPLA2 counter	LYPLA1 inh	PAFAH1B3 inh	PAFAH1B2 FP inh	GSTO1 inh	PAD4 inh	pPAFAH inh	PREPL inhibitor
Cn1cnnc1SCc1ccc(C(=O)N/N=C(\CCC(=O)O)c2ccc(C(C)(C)C)cc2)cc1	-1	-5	-2	8	10	1	2	5	0
COc1ccc(NCc2nnc(-c3ccccc3)o2)cc1	6	7	2	3	4	1	3	1	28
CCOc1cccc(CN2CCC(n3nccc3NC(=O)C3CC3)CC2)c1O	1	0	-1	5	1	-3	-6	2	3
COc1cc(CNC2CCCC2)cc(OC)c1	4	1	-1	4	2	3	2	1	1
CCOC(=O)C1=C(CC)Nc2ccccc2N/C1=N\S(=O)(=O)c1cccc(C(C)=O)c1	5	·	·	1	0	·	-4	4	15
Cc1ccc(CNc2ncc(-c3ccccc3)n2C)o1	0	2	-2	-4	-1	4	2	3	5
O=C(COC(=O)Cc1ccc(F)cc1)Nc1cc(S(=O)(=O)N2CCOCC2)ccc1N1CCCC1	4	-2	-2	1	2	-1	2	31*	14
COCCn1c(C23CC4CC(CC(C4)C2)C3)n[nH]c1=S	5	5	2	7	5	-6	0	5	-8
CC(C)(C)C(=O)Nc1ccc(F)cc1[N+](=O)[O-]	4	7	2	10	6	1	-1	5	14
O=[N+]([O-])c1cccc(/C=N/Nc2nc(N3CCCCC3)nc(N3CCCCC3)n2)c1	8	6	0	7	-4	8	-1	11	6
C/C(=N\NC(=O)CNC(=O)c1ccc(F)cc1)c1ccco1	-2	1	-1	3	1	0	-3	1	-2
CC(C)CCn1c(=O)c2sccc2n2c(CCCC(=O)N3CCC(N4CCCCC4)CC3)nnc12	-1	28*	6	-5	1	-1	3	3	-5
COc1cccc(NC(=O)CN2C(=O)NC3(CCCc4ccccc43)C2=O)c1 (stereo unspecified)	1	0	-2	10	-3	·	1	0	1
Cc1ccc(-n2cc(CNCCn3nc(C)cc3C)c(-c3ccc(F)cc3)n2)cc1	5	-6	-6	11	5	5	-4	-4	-14
CCOC(=O)N1CCC(N2C(=O)c3cc(C(=O)NC4CCCCC4)ccc3C2O)CC1 (stereo unspecified)	-6	3	-2	5	-1	13	3	-9	2
COc1cccc(-c2cc(C(=O)Nc3ccccc3)c3ccccc3n2)c1	·	-27	-12	·	·	-6	4	-11	0
CC1(C)CC2(CCO1)OC(=O)CC2C(=O)Nc1c(Cl)cccc1Cl (stereo unspecified)	2	-1	1	11	6	8	4	4	5
Cc1ccccc1N(Cc1cc(=O)[nH]c2ccccc12)C(=O)C(C)C	-5	0	2	11	4	2	6	1	-41
NC(=S)Nc1ccc(F)cc1F	7	3	0	4	-3	6	-6	-2	2
CC(Sc1nc2ccccc2n1C)C(=O)Nc1ccc(N2CCOCC2)cc1 (stereo unspecified)	-4	-5	0	4	0	-2	0	4	12
C=CCNC(=O)CCCCCNS(=O)(=O)c1ccc(OC)cc1	5	-1	-1	0	2	-5	-1	3	6
Cc1ccc(N2CC(O)=C(c3ccccc3)C2=N)cc1	-4	11	6	4	7	2	6	-1	12
Cc1[nH]nc2c1-c1nc3ccccc3nc1C(C)(C)C2	-12	9	-2	0	1	0	-2	5	16
COc1ccccc1CNC(=O)c1ccccc1OCc1ccc(F)cc1	0	-3	0	7	6	-1	1	6	-14
NC(=O)C(c1ccccc1)C1CCCC1 (stereo unspecified)	0	-1	1	1	2	0	-3	5	13

Overlap with the part before: 2 compounds, followed by the next part.
SMILES	PAFAH2 inh	LYPLA2 counter	LYPLA1 inh	PAFAH1B3 inh	PAFAH1B2 FP inh	GSTO1 inh	PAD4 inh	pPAFAH inh	PREPL inhibitor
COc1ccccc1CNC(=O)c1ccccc1OCc1ccc(F)cc1	0	-3	0	7	6	-1	1	6	-14
NC(=O)C(c1ccccc1)C1CCCC1 (stereo unspecified)	0	-1	1	1	2	0	-3	5	13
COc1ccc(N2C(=O)CC(Sc3nc4c(cc3C#N)CCC4)C2=O)cc1 (stereo unspecified)	6	-5	-2	6	7	-13	-3	-7	3
CCC[C@H]1COCCS(=O)(=O)N1Cc1ccccc1F	7	1	1	7	12	5	-2	-6	7
C/C(=N\OC(=O)Nc1ccccc1)c1ccc(C)cc1	5	5	0	-5	3	4	0	-1	0
CCN1C(=O)c2cccc3c(S(=O)(=O)NCc4ccco4)ccc1c23	1	-5	2	10	7	-5	-5	2	1
COCc1ccc(-c2c(-c3ccsc3)oc(=O)c3cc(OC)c(OC)cc23)cc1	-3	·	·	9	-4	·	1	-2	9
CC(C)C(C)NC(=O)CSc1nc2scc(-c3ccco3)c2c(=O)n1-c1ccccc1 (stereo unspecified)	-5	2	3	-3	-6	-13	-4	2	7
CC(C)CN(C(=O)c1cccc(S(=O)(=O)N2CCN(Cc3ccccc3)CC2)c1)C1CCS(=O)(=O)C1 (stereo unspecified)	-1	-1	1	0	1	4	-6	-5	7
C[C@H]1CCC[C@@]2(O[C@@H](CCO)C[C@@H](O)[C@@H]2O)O1	-3	1	-2	5	1	-3	7	-3	-4
O=C(O)C1CCC(=O)N1C1CCCC1 (stereo unspecified)	0	2	0	4	1	4	-1	3	-3
S=C(NCc1ccco1)N1CCN(C/C=C/c2ccccc2)CC1	7	11	8	3	1	-4	-1	4	-20
Oc1ccc(NC(=S)Nc2ccccc2)cc1	3&4	-2&4	-1&2	-1&6	2&5	8&3	21*!	13&15	4&6
CCOc1ccc(C(=O)c2ccccc2C(=O)O)cc1OCC	1	0	-1	1	0	15	-2	3	-10
S=c1nc(-c2ccccc2Cl)n(Cc2cccnc2)c2c1CCCC2	-13	8	4	7	9	7	-6	10	11
COc1ccc(N2CCCC2=N)c(OC)c1	-3	-1	-1	7	10	16	3	-3	-4
Cc1cccc(C(=O)Oc2cccc3c(O)cccc23)c1	-3	5	-3	3	1	4	-10	12	13
Nc1nc2c(ncn2COCCO)c(=O)[nH]1	-7	6	2	2	4	2	0	0	5
COC(=O)CCCC(=O)NC(C)c1cnn(-c2ccccc2C)c1C (stereo unspecified)	-1	-7	-4	3	3	6	-3	-3	0
CCOc1ccc(-n2ccnc2SCC(=O)N2CCCc3ccccc32)cc1	2	4	0	5	1	-3	-5	-3	14
COCCNS(=O)(=O)c1ccc(-c2ccc(Cl)cc2)cc1	-6	1	2	8	0	-2	1	19	-52
CCN1CCN(C(=O)c2c(-c3c(F)cccc3Cl)noc2C)CC1	0	-5	-2	2	2	-5	2	-2	1
CCCOc1nc2c(c(=O)n(C)c(=O)n2C)n1C	-8	3	-1	2	6	-1	2	1	-4
Cc1cccc(C(=O)NNC2=C(C(=O)C(F)(F)F)CCC2)c1O	9	-9	-4	4	8	-1	0	11	3
COc1ccc(N/C=C(\C=C\C#N)S(=O)(=O)c2ccccc2)cc1	5	-1	0	-8	-3	-2	3	4	0
CC1(C2CC2)NC(=O)N(CC(=O)N2CCN(c3cccc(C(F)(F)F)c3)CC2)C1=O (stereo unspecified)	4	·	·	0	-1	·	-8	5	21
Cc1cccn2cc(CCNS(=O)(=O)c3ccc([N+](=O)[O-])cc3)nc12	4	-3	1	-5	0	-2	2	2	7
Later entries.
SMILES	PAFAH2 inh	LYPLA2 counter	LYPLA1 inh	PAFAH1B3 inh	PAFAH1B2 FP inh	GSTO1 inh	PAD4 inh	pPAFAH inh	PREPL inhibitor
CC1CC(c2ccccc2)=Nc2ccccc2N1 (stereo unspecified)	-1	6	0	10	7	-1	-2	-1	-7
Brc1c(CSc2nc3ccccc3o2)nc2ncccn12	14	1	0	6	9	-4	-4	-7	-3
Cc1nc2c(n1C1CCCCC1)C(=O)c1ccccc1C2=O	5	-1	-3	9	3	14	-2	5	8
Cc1ccc(C(=O)N(Cc2nc3ccccc3c(=O)[nH]2)C2CCCC2)cc1	0	-2	3	-1	4	2	-4	0	-22
Cc1c(N)cccc1[N+](=O)[O-]	14	4	0	8	4	·	-1	1	25
CCOC(=O)N1CCN(C(=O)c2ccc(N3C(=O)c4ccccc4C3=O)cc2)CC1	-5	3	-1	1	2	2	0	4	17
COC(=O)C1=C(C)N(CCc2ccc(OC)c(OC)c2)C(=O)/C1=C\c1ccc(O)cc1	2	-8	-3	7	0	9	1	-3	2
Cn1nc([N+](=O)[O-])nc1Oc1ccc2ccccc2c1	1	2	1	10	4	1	1	-1	10
Cc1c(OC(C)C(=O)NCCN2CCOCC2)ccc2c(-c3ccccc3)cc(=O)oc12 (stereo unspecified)	-16	4	-3	2	0	-8	1	5	9
COc1ccc(CNC(=O)c2cc3ccccc3oc2=O)cc1	-2	-3	-2	3	1	4	3	2	1
CN(Cc1ccccc1)S(=O)(=O)c1cccc2cccnc12	2	3	1	11	7	0	2	-8	7

Some of these compounds in order of molar mass, descending:
SMILES	PAFAH2 inh	LYPLA2 counter	LYPLA1 inh	PAFAH1B3 inh	PAFAH1B2 FP inh	GSTO1 inh	PAD4 inh	pPAFAH inh	PREPL inhibitor
Cc1c(OC(C)C(=O)NCCN2CCOCC2)ccc2c(-c3ccccc3)cc(=O)oc12 (stereo unspecified)	-16	4	-3	2	0	-8	1	5	9
CC1(C2CC2)NC(=O)N(CC(=O)N2CCN(c3cccc(C(F)(F)F)c3)CC2)C1=O (stereo unspecified)	4	·	·	0	-1	·	-8	5	21
COC(=O)C1=C(C)N(CCc2ccc(OC)c(OC)c2)C(=O)/C1=C\c1ccc(O)cc1	2	-8	-3	7	0	9	1	-3	2
Cc1ccc(C(=O)N(Cc2nc3ccccc3c(=O)[nH]2)C2CCCC2)cc1	0	-2	3	-1	4	2	-4	0	-22
Cc1cccn2cc(CCNS(=O)(=O)c3ccc([N+](=O)[O-])cc3)nc12	4	-3	1	-5	0	-2	2	2	7
CCN1CCN(C(=O)c2c(-c3c(F)cccc3Cl)noc2C)CC1	0	-5	-2	2	2	-5	2	-2	1
COc1ccc(N/C=C(\C=C\C#N)S(=O)(=O)c2ccccc2)cc1	5	-1	0	-8	-3	-2	3	4	0
Cc1cccc(C(=O)NNC2=C(C(=O)C(F)(F)F)CCC2)c1O	9	-9	-4	4	8	-1	0	11	3
CN(Cc1ccccc1)S(=O)(=O)c1cccc2cccnc12	2	3	1	11	7	0	2	-8	7
COc1ccc(CNC(=O)c2cc3ccccc3oc2=O)cc1	-2	-3	-2	3	1	4	3	2	1
Cc1nc2c(n1C1CCCCC1)C(=O)c1ccccc1C2=O	5	-1	-3	9	3	14	-2	5	8
Cn1nc([N+](=O)[O-])nc1Oc1ccc2ccccc2c1	1	2	1	10	4	1	1	-1	10
CCCOc1nc2c(c(=O)n(C)c(=O)n2C)n1C	-8	3	-1	2	6	-1	2	1	-4
Cc1c(N)cccc1[N+](=O)[O-]	14	4	0	8	4	·	-1	1	25
